Vif-APOBEC3G blk – blocks the Vif interaction with human APOBEC3G. Q9HC16. HeLa A3G-eYFP + Vif (tagged APOBEC3G with the HIV-1 protein that degrades it), YFP fluorescence, overnight. Potency, µM (top dose mostly 46.1 µM), inactives show at the top dose activity, negative = active, usual class: inhibitors. 410,000 compounds, 0.076% hits. AID 602310;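 also: potency is read from the fitted curve at half-maximal effect; % is scaled to controls: 0 for no effect and ±100 for the full control effect; nearly all actives have a fitted effect of over 60% in size; hits raise eYFP signal because A3G escapes Vif-driven loss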
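HeLa cells stably expressing Vif and C-terminally eYFP-tagged A3G, seeded overnight at 37 deg C, then exposed to compound by pintool overnight at 37 deg C. Rise in yellow fluorescence (Ex 488/Em 500-530, Acumen) marks blocked Vif-driven A3G degradation.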
LDHA block – blocks human lactate dehydrogenase A; purified LDHA, NADH/diaphorase-resazurin fluorescence; hits give low values; activity change, % (values are at about 110 or 230 µM); 480,000 compounds, 0.15% hits; AID 1347041; in the data active = activity change below about -30%; inconclusive = mostly about -25% to -30%;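 also: plate controls were DMSO wells for no effect and wells without enzyme for full effect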
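Enzyme activity of human lactate dehydrogenase 5 (2 nM; 0.06 mM NADH, 0.2 mM pyruvate, 5 min, RT) is measured via a resazurin/diaphorase fluorescence readout of residual NADH.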
Vif-APOBEC3F blk – Vif-A3F binding inhibition | HeLa A3F-eYFP + Vif (tagged APOBEC3F with the HIV-1 protein that degrades it), YFP fluorescence increase | Potency, µM (doses to about 46.1 µM), inactives show at the highest dose activity, negative = active | 390,000 compounds, 0.2% hits | AID 602313; also: potency is read from the fitted curve at half-maximal effect; % of control where 0% means no effect; nearly all actives have a fitted effect of over 65% in size
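HeLa cells stably expressing Vif plus C-terminally eYFP-tagged A3F were seeded, incubated overnight at 37 deg C, dosed with compound, incubated overnight again at 37 deg C. Yellow fluorescence (Ex 488/Em 500-530) reported blocked Vif-mediated A3F-eYFP degradation.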
PI4K2A inh – inhibitors of human PI4K2A | purified PI4K2A, ADP-Glo luminescence, 1 h; hits give low values | 420,000 compounds, 0.13% hits | activity change, negative = inhibition, % at 76.9 µM; in the data active = activity change below about -50%; inconclusive = mostly about -30% to -49%;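 also: -100% = wells without enzyme as full effect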
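In this quantitative HTS, ADP production by PI4K2A was quantified luminescently after 1 h at ambient temperature; 100 microM adenosine served as plate-quality control.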
mIDH1 inhibitor – human IDH1 R132H inhibition; O75874; IDH1-R132H enzyme, NADPH consumption, diaphorase/resazurin fluorescence; Potency, µM (doses to about 76.6 µM), for the others: at the highest dose activity change, negative = inhibition, usual class: inhibitors; 390,000 compounds, 0.093% hits; also: potency is read from the fitted curve at half-maximal effect; % is scaled to controls: 0 for no effect and ±100 for the full control effect; nearly all actives have a fitted effect of over 65% in size
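IDH1-R132H (0.5 ug/mL) preincubated 30 min with compound, then NADPH (0.016 mM) and alpha-KG (2 mM) added; 80 min at RT, pH 7.5. Remaining NADPH coupled via diaphorase/resazurin to fluorescence (540/590 nm); concentration-response curves normalized to no-enzyme control.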
RXFP1 ag – activates the human relaxin receptor RXFP1. HEK293T-RXFP1 cAMP TR-FRET, 30 min; response scale: percent of porcine relaxin response, buffer zero. Potency, µM (highest dose often 57.5 µM), without a hit: at the highest dose activation, usual class: activators. 370,000 compounds, 0.3% hits. AID 2676; also: potency is read from the fitted curve at half-maximal effect; % is scaled to controls: 0 for no effect and ±100 for the full control effect; nearly all actives have a fitted effect of over 60% in size; many of its hits are not listed in these tables
Target sequence (Q9HBX9 whole entry, looked up): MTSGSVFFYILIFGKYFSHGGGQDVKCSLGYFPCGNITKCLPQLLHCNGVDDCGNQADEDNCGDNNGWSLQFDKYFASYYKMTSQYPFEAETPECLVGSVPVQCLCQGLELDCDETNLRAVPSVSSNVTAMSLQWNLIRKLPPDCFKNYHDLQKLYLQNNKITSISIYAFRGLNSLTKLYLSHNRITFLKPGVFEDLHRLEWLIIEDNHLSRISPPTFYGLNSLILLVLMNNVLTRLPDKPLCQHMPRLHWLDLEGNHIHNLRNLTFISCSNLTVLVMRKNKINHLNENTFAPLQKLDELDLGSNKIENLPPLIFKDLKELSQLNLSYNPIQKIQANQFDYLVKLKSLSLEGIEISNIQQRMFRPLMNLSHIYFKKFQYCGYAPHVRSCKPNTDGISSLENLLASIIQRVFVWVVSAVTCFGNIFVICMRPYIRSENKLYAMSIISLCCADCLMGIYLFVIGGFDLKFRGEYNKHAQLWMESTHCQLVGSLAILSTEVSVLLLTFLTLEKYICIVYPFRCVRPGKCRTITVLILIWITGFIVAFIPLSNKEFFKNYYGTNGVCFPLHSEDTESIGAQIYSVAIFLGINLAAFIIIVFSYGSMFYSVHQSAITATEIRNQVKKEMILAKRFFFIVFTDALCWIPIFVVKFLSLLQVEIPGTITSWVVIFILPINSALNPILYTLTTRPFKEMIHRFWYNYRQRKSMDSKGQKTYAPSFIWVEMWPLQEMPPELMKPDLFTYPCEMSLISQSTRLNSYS
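HEK293 cells stably expressing RXFP1, treated 30 min at 37C with compounds plus PDE4 inhibitor Ro 20174; cAMP measured by HTRF TR-FRET. Normalized to buffer and 29 nM porcine relaxin; EC50 by Hill fit.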
GRP78 ERSR act – induces the endoplasmic reticulum stress response in human glioma cells; U87-MG GRP78 promoter luciferase reporter, 16 h; Potency, µM, for the others: at the top dose activation, hits mostly activators; 420,000 compounds, 0.02% hits; also: potency is read from the fitted curve at half-maximal effect; series mostly up to about 76 µM; % of control where 0% means no effect; nearly all actives have a fitted effect of over 35% in size
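Stably transfected U87-MG glioma cells carrying a GRP78-based luciferase sensor; 16 h compound incubation. Luminescence end-point read 10 min after Bright-Glo addition at room temperature.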
TrxR1 substrate – is turned over as a substrate by rat TrxR1 | purified TrxR1 substrate turnover, NADPH consumption readout | Potency, µM (doses to about 114 µM), without a hit: at the top dose activity change, negative = substrate turnover | O89049 | AID 588456 | 390,000 compounds, 0.01% hits; also: potency is read from the fitted curve at half-maximal effect; % is scaled to controls: 0 for no effect and ±100 for the full control effect; nearly all actives have a fitted effect of over 50% in size
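Rat TrxR1, dispensed at 90 nM, was prereduced with 400 uM NADPH (final) for 5 min at ~22 deg C, then incubated with compound 15 min before 400 uM selenite. A first-read NADPH fluorescence drop versus no-compound background flagged substrates.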
USP1 inh – inhibitors of human USP1/UAF1 deubiquitinase; Potency, µM (series often up to 57.1 µM), without a hit: at the top dose activity change, negative = inhibition, most hits filed as inhibitors; AID 743255; O94782; recombinant USP1/UAF1, Ub-Rhodamine cleavage fluorescence; 390,000 compounds, 0.23% hits; also: potency is read from the fitted curve at half-maximal effect; % is scaled to controls: 0 for no effect and ±100 for the full control effect; nearly all actives have a fitted effect of over 60% in size; inactives centre near -12
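USP1/UAF1 complex at 1 nM was preincubated with compound for 15 min at room temperature, then Ub-Rho substrate (150nM final) was added. Fluorescence (480/540 nm) was read kinetically, 6 reads every 60 seconds.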
* = called active by the depositor; ? = inconclusive; nt = not tested or not shown; & = joins results of further samples; [ ] = remark or other dose. Unless noted, calls follow the shape of the dose curve; as a rule, active = well fitted curve in the direction sought with a large enough effect; inconclusive = small, poorly fitted or top-dose-only effect, or another doubt; inactive = no such curve, though single readings can be large; an effect the other way counts as inactive or inconclusive. This is a subset; rates above refer to the full screens.

No.	smiles	PI4K2A inh	USP1 inh	LDHA block	mIDH1 inhibitor	GRP78 ERSR act	Vif-APOBEC3F blk	Vif-APOBEC3G blk	RXFP1 ag	TrxR1 substrate
1	Cc1ccc(C(=O)COC(=O)c2ccncc2)cc1[N+](=O)[O-]	0	-16%	-5	7%	-3%	4%	2%	6.7%	-4%
2	C=CCNC(=O)C1CCCN(S(=O)(=O)c2ccc(-n3cnnn3)cc2)C1 (centres undefined)	-3	-14%	-7	-5%	-1%	-26%	-6%	3.2%	6%
3	Cc1ccc(OCCn2c(CNc3cccc(C)c3)nc3ccccc32)cc1	3	-19%	0	-4%	2%	?	-8%	-0.9%	9%[2.29 µM]
4	O=C(NCC1CCCO1)C1CC(=O)N(c2ccc(F)c(Cl)c2)C1 (centres undefined)	1	-31%	-3	-4%	-7%	5%	4%	3.5%	-3%
5	C/C(CCc1ccccc1)=N\NC(=O)C(=O)Nc1cccc(Cl)c1	0	-11%	-6	1%	-2%	3%	0%	0.1%	-3%
6	O=c1[nH]cc(NCCNc2ncc(C(F)(F)F)cc2Cl)c(=O)[nH]1	-2	-13%	-12	-6%	-3%	0%	1%	0.0%	-4%
7	O=C(Cn1nnc2c(cnn2-c2ccccc2)c1=O)NCc1cccs1	-3	-21%	-4	3%	6%	-2%	-13%	-0.8%	21%
8	NNC(=O)Cn1nc2n(c1=O)-c1ccccc1SC2	-2	9%	-2	-7%	-5%	-10%	-3%	0.6%	9%[57.1 µM]
9	COc1ccccc1NC(=O)CSC1CC(=O)N(c2ccc3c(c2)OCO3)C1=O (centres undefined)	4	0%	-6	2%	-5%	-9%	0%	1.1%	2%
10	COc1ccccc1-c1cc2nc(C)c(CCC(=O)NC(C)CCc3ccco3)c(C)n2n1 (centres undefined)	-1	-26%	-7	10%	-7%	3%	1%	1.7%	10%
11	CC(C)OCc1cc(CN2CCN(c3cccc(C(F)(F)F)c3)CC2)c(O)c2ncccc12	-1	-27%	4	-10%	-4%	?	-3%	-1.3%	5%
12	CCCS(=O)(=O)NC(=O)C1(C)CCCN(C(=O)c2ccccc2OC)C1 (centres undefined)	0	nt	0	nt	0%	nt	1%	nt	nt
13	NS(=O)(=O)c1cc(C(=O)NNC(=O)c2ccc3c(c2)OCO3)ccc1Cl	-1	-9%	-2	0%	-4%	-8%	0%	nt	2%
14	CCCC1OC(c2ccco2)OCC1CC (centres undefined)	3	-4%	2	3%	-2%	-12%	1%	nt	8%[57.1 µM]
15	CCOc1ccccc1OCCCCn1c(-c2ccc(Cl)cc2)nc2ccccc2c1=O	-6	-19%	-6	21%	-4%	-5%	3%	1.0%	-3%
16	CCOc1nc(C)cc(COC)c1C(N)=O	3	-2%	0	1%	-3%	4%	0%	-1.7%	-5%[57.1 µM]
17	CCCC(C)NC(=O)COc1ccc(S(=O)(=O)c2ccc(OCC(=O)NC(C)CCC)cc2)cc1 (centres undefined)	-3	-5%	-2	-3%	-5%	-17%	-2%	5.4%	-3%
18	Cc1nnc(NC(=O)c2ccc(S(=O)(=O)N3CCc4ccccc4C3)cc2)o1	-1	-12%	-2	-22%	-2%	?	2%	1.9%	-3%
19	CCNC(=O)CSc1nnc(-c2cccc(S(=O)(=O)N3CCOCC3)c2)o1	-1	-7%	0	-16%	-2%	-9%	-1%	0.5%	-2%[57.1 µM]
20	CCC(=O)Nc1ccc(Nc2ccccc2)cc1	3	-16%	4	-1%	-5%	0%	1%	-1.9%	8%[57.1 µM]
21	Nc1nc(CCOc2ccc(F)cc2)cs1	-2	6%	-7	-2%	9%	-3%	0%	-1.4%	-2%
22	N#Cc1ccccc1OCC(=O)N1CCc2ccccc2C1	3	-13%	-2	-1%	-1%	0%	-1%	-1.5%	8%[57.1 µM]
23	CN(C)c1cccc(C(=O)N(Cc2ccccc2)Cc2ccccc2)c1	-3	-23%	-10	0%	-5%	-1%	-4%	1.3%	1%
24	COc1ccc(C(=O)Nc2cc(C)on2)cc1OC	-7	-19%	-1	11%	2%	-1%	0%	-1.4%	-3%
25	Cc1cc(C)n(-c2n[nH]c(C)c2[N+](=O)[O-])n1	-5	-24%	2	-2%	-5%	-2%	-1%	-1.4%	-12%[57.1 µM]
26	CSCCC(NC(=O)c1ccccc1Cl)C(=O)Nc1ccc(C)c(S(=O)(=O)N2CCOCC2)c1 (centres undefined)	0	-17%	4	4%	1%	-18%	-1%	3.3%	-1%
27	O=C(N/N=C/c1sc(N2CCOCC2)nc1-c1ccccc1)c1ccccc1F	0	-4%	-2	-7%	-4%	-14%	-1%	-1.8%	-7%
28	O=C1Nc2ccc([N+](=O)[O-])cc2C1(O)N1CCCCC1 (centres undefined)	6	0%	-8	2%	0%	2%	0%	2.7%	5%[57.1 µM]
29	COc1ccc(N(C(=O)c2cccnc2)S(=O)(=O)c2ccc(F)cc2)cc1	3	0%	-8	5%	-4%	-2%	1%	3.5%	-2%[57.1 µM]
30	CCCc1cc(=O)[nH]c(SCC(=O)Nc2nc(-c3ccccc3)cs2)n1	-3	-15%	-5	-1%	-4%	11%	0%	0.7%	6%[57.1 µM]
31	CC(C)CCSc1nc(N)c(C#N)cc1C#N	-5	-17%	6	2%	1%	-22%	-9%	3.1%	11%
32	CC(C)c1ccc(Nc2nc(Cl)nc(Cl)n2)cc1	-4	-9%	-8	4%	-6%	9%	2%	0.4%	6%
33	COC(=O)C(CC(C)C)NC(=O)c1ccc(F)cc1 (centres undefined)	0	-3%	3	-1%	-1%	2%	1%	0.3%	2%
34	O=C(c1cccc(S(=O)(=O)N2CCN(c3ccc(F)cc3)CC2)c1)N1CCCC1	-2	-3%	-2	4%	-2%	-21%	-1%	nt	14%[57.1 µM]
35	CN1C(=O)c2cccc(NCCCCCCN3C(=O)c4ccccc4C3=O)c2C1=O	-5	-8%	1	-2%	-3%	1%	-1%	3.2%	16%[57.1 µM]
36	FC(F)(F)c1ccccc1-c1ccc2nncn2c1	3	nt	-6	nt	-2%	nt	2%	nt	nt
37	Cc1nnc(-c2ccccc2)[nH]c1=O	7	-17%	-18	-20%	1%	-1%	0%	0.6%	-2%[57.1 µM]
38	Cc1ccc(S(=O)(=O)c2nc(NCCCn3ccnc3)sc2Cl)cc1	6	-8%	-2	0%	-7%	nt	0%	1.2%	5%
39	CC(C)(C)S(=O)(=O)N1Cc2cc(=O)n(Cc3ccccc3)c(CCO)c2[C@H]1CCO	-3	0%	-7	-5%	2%	6%	0%	nt	8%
40	O=C(COc1ccc([N+](=O)[O-])cc1)N1CCC(c2nc3ccccc3s2)CC1	4	?	-2	-13%	-3%	-2%	0%	-1.8%	-3%
41	CC(=O)N/C(=N/c1nc(C)cc(C)n1)Nc1cccc(C)c1	4	1%	-2	6%	-5%	-6%	-3%	-2.3%	-15%
42	CCOC(=O)CSc1nc2sc3c(c2c(=O)[nH]1)CCCC3	7	-4%	1	0%	-4%	-6%	-1%	1.1%	7%
43	CCOC(=O)c1cccc(NC(=O)c2ccc(N(C)C)cc2)c1	-5	0%	-2	5%	-10%	-6%	0%	-1.3%	-8%
44	CCn1c(CNS(=O)(=O)c2ccc(Br)cc2)nnc1SC	2	-10%	0	-19%	-6%	-3%	0%	1.8%	-5%
45	CCOc1ccc(Cl)cc1-c1cc(C(=O)NCc2cccc(C(F)(F)F)c2)[nH]n1	1	nt	-7	nt	-1%	nt	2%	nt	nt
46	CN(C)CCCNc1cn[nH]c(=O)c1Cl	-9	-12%	-6	1%	-5%	2%	1%	1.7%	4%[57.1 µM]
47	CCc1nn(CC(=O)NCCCN2CCN(CC)CC2)c(=O)c2cc3occc3n12	6&-2	-19%&-7%	-3&-1	13%&7%	-7%&-3%	0%&9%	-1%&3%	6.4%&9.4%	2%&2%
48	Cc1ccc(NCc2cccn2-c2nnc(N3CCC(C(=O)NCCc4ccccc4)CC3)s2)cc1	-14	?	3	nt	nt	nt	nt	0.3%	-3%
49	Cn1cnnc1Sc1cc(N2CCN(S(=O)(=O)c3ccc4ccccc4c3)CC2)ccc1[N+](=O)[O-]	-1	-4%	-1	3%	1%	6%	1%	-0.9%	-15%
50	CCOC(=O)N1CCN(C2=C(NS(=O)(=O)c3ccccc3)C(=O)c3ccccc3C2=O)CC1	-12	?	8	2%	-2%	-2%	13%	3.6%	3%
51	O=C(NCCC1CCCCN1S(=O)(=O)c1ccc(F)cc1)C(=O)NCCN1CCOCC1 (centres undefined)	4	-18%	-1	3%	-3%	0%	0%	-0.7%	0%

Compound activity from PubChem BioAssay.
